# HIF-2a inh = blocks HIF-2a reporter activity | 786-0 RCC cells HIF-2a reporter, luciferase luminescence, overnight | inhibition, % at 18.8 µM | actives 0.72% (n = 360,000) | AID 624352;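 active = inhibition of the luminescence signal of 40% or more relative to plate controls, in a single-dose primary screen at 18.75 µM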
# NR2E3 ag-1 = agonists of human NR2E3 nuclear receptor; CHO-S Gal4-NCOR/VP16-NR2E3 two-hybrid, luciferase; inhibition of corepressor binding, % at 3.98 µM; actives 0.35% (n = 360,000); AID 602229;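 active = inhibition above the mean of all tested compounds plus 3 SD, cut at about 70% in these data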;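 also: 0% = DMSO with NR2E3 transfected cells and 100% = cells lacking NR2E3 construct; higher means lower luciferase signal from less NR2E3 corepressor binding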
# Target sequence (Q9Y5X4 whole entry, looked up, the tested form may be a part): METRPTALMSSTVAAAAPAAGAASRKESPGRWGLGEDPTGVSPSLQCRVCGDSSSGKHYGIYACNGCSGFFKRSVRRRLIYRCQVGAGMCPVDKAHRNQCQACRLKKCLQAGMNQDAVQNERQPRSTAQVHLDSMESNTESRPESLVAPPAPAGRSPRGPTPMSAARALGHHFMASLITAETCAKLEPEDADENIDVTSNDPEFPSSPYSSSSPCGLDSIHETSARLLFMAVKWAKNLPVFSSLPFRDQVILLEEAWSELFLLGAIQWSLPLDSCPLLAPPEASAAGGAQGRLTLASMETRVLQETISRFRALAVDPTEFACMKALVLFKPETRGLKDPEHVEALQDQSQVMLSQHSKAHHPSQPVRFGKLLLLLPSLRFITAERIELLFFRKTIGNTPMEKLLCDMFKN
# CF NFkB inh = blocks PAF-induced NF-kB reporter in cystic fibrosis cells. KKLEB NF-kB-GFP reporter, GFP fluorescence overnight. inhibition, % at 5 µM. actives 0.86% (n = 360,000). AID 588850;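 active = at least 50% inhibition at 5 µM, scaled per plate between neutral and stimulator controls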;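 also: PAF is a Pseudomonas aeruginosa culture filtrate used as stimulus; plate controls were PAF-stimulated DMSO wells for no effect and unstimulated DMSO wells for full effect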
# NR2E3 ag-2 = NR2E3 (human) agonism | AID 2300 | Q9Y5X4 | actives 0.12% (n = 320,000) | GST-NR2E3/biotin-RetCOR TR-FRET, 1536-well | inhibition of corepressor binding, % at 4.78 µM;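 active = percent inhibition above the cutoff of mean plus 3 SD of all tested compounds, set per screening campaign, cut at about 20% in these data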;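 also: 0% = DMSO wells and 100% = biotin wells as full block of FRET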
#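 system = GST-tagged NR2E3 plus biotinylated RetCOR corepressor | input = 1.35 nM GST-NR2E3 | also added = 7 nM biotin-RetCOR | schedule = 5 h incubation at 4 °C | measured by = TR-FRET with europium anti-GST and streptavidin-D2, 340 nm excitation | read-out = percent loss of FRET ratio relative to control wells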
# KKLEB cytotox = counter-screen for CF NF-kB inhibitors: cytotoxicity; KKLEB CF airway cells viability, ATPlite luminescence, overnight; active compounds read low; cells stimulated with P. aeruginosa culture filtrate; activity change (cytotoxicity), % at 5 µM; actives 0.36% (n = 360,000); AID 602141;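 active = corrected activity change at or below -50% at 5 µM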
# Peg3 prom inh = inhibitors of Peg3 promoter. HeLa PEG-Prom luciferase reporter, luminescence, overnight. actives 1.7% (n = 360,000). AID 588405. inhibition, % at 20 µM;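 active = inhibition of at least 50% at 20 µM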
# TRAIL sens C8 = sensitizes caspase-8 expressing cells to TRAIL | NB7+C8 cells + TRAIL, ATPlite viability luminescence | actives 1% (n = 360,000) | AID 624354 | inhibition (viability loss, TRAIL sensitization), % at 10 µM;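 active = compounds causing at least 50% loss of cell viability in the single-dose screen, relative to plate controls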
# MITF TRPM1 inh = inhibitors of MITF-driven TRPM1 promoter in melanoma cells. SK-MEL-5 TRPM1 promoter luciferase, 24 h. inhibition, % at 12.5 µM. actives 0.83% (n = 330,000);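 active = mean inhibition across replicates of 60% or more, whatever share of single replicates reaches that level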; also: values of inactives mirror those of a sister screen read the other way
# LMP1 NFkB inh = reduces LMP1-driven NF-kappaB luciferase signal | actives 0.69% (n = 350,000) | LMP1-induced NF-kappaB luciferase reporter cells, luminescence | inhibition, % at 12.5 µM; in the data active = inhibition above about 41%;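 also: 0% = neutral control wells and 100% = reference inhibitor control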
# Shn3 inh set2 = Schnurri-3 reporter inhibition in Clone20 osteoblasts. Clone20 osteoblast Shn3 3'UTR firefly luciferase, 24 h. inhibition, % at 12.5 µM. actives 0.52% (n = 360,000);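 active = mean inhibition of at least 75% with every replicate also reaching 75%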;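 also: 0% = median of neutral control wells and 100% = pilot-screen positive control compound; some compounds past the cut are filed as inactive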
# hiPSC survival = increases survival of single human iPS cells; survival enhancement, % at 20 µM; actives 0.044% (n = 360,000); hiPSC single-cell survival, ATPlite luminescence; 100% = ROCK inhibitor wells, 0% = DMSO; in the data active = survival enhancement above about 18%;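 also: cells exposed to compounds for 16 hours before the ATP read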
# * marks the source's active call; other numbers are inactive results; nt = not tested or not shown.
SMILES,HIF-2a inh,NR2E3 ag-1,CF NFkB inh,NR2E3 ag-2,KKLEB cytotox,Peg3 prom inh,TRAIL sens C8,MITF TRPM1 inh,LMP1 NFkB inh,Shn3 inh set2,hiPSC survival
CC12CCCCC1NS(=O)(=O)OC2 (configuration not stated),4,0,-5,2,1,-3,6,-11,-7,-14,-2.3
O=C(Nc1nc2cc3c(cc2s1)OCCO3)c1ccc(N2C(=O)CCC2=O)cc1,-53,-22,4,0,5,-18,-2,-5,3,-39,-0.6
CCCCOC(=O)CSc1n[nH]c(=O)[nH]c1=O,14,-21,-3,1,10,12,-2,-2,-1,-61,-1.3
O=C(O)Cc1ccc(NC(=O)Nc2ccc3c(c2)OCO3)cc1,-165,-31,-17,nt,7,-135,7,-16,-14,-47,0.1
CSC(C1CCCC1)n1nnc2ccccc21 (configuration not stated),1,-5,-12,1,-5,-18,11,3,-7,2,-3.4
CNC(=O)/C(C#N)=C/c1ccc(-c2ccc(Cl)cc2)o1,-109,-7,-90,-3,4,-187,15,-23,-48,-31,-1.5
Cc1ccccc1S(=O)(=O)Cc1ccc(C(=O)NC2CCCCC2)o1,-6,2,3,-2,7,12,21,2,6,-1,-0.4
Clc1ccc(-c2cnc3ccccc3n2)cc1,-237,-106,-28,5,0,-218,3,-48,-23,-97,-2.9
Nc1nc(NC(=O)/C=C\C(=O)O)nn1-c1ccccc1,5,-5,-15,0,7,7,-5,0,-9,1,-0.7
O=C(/C=C1\NCC2c3ccccc3CCN2C1=O)c1ccccc1 (configuration not stated),-29,-3,-6,-1,-13,-41,3,-6,-31,-133,2.7
Cn1c(=O)n(C)c2cc(CNc3ccc(N4CCOCC4)c(C(=O)O)c3)ccc21,15,-4,-1,nt,17,22,8,8,-5,-17,0.1
CCCNc1c(NS(=O)(=O)c2ccc(C(C)(C)C)cc2)c(=O)oc2ccccc12,10,-17,-2,6,3,25,4,-4,8,-9,1.1
Cc1cc(C)n2nc(SCC(=O)Nc3ccc(F)cc3)nc2n1,-6,4,20,-1,-1,0,-5,-2,-23,-4,2.9
COc1ccc(C2CN=NC2C(=O)c2ccccc2)cc1 (configuration not stated),-34,-32,12,nt,16,-14,-3,5,-1,-25,-0.7
NCC1C2CCC(O2)C1CO (configuration not stated),9,-7,10,nt,-9,7,1,nt,-6,3,-1.0
CCOC(=O)C(C(=O)N(C)C)c1ncc(C(F)(F)F)cc1Cl (configuration not stated),3,-4,2,1,-3,0,-3,-1,-4,0,-1.2
Cn1nnc(NC(=O)c2ccc(Br)o2)n1,-1,7,-15,1,12,3,15,-10,-3,-7,-0.1
CN(CC(=O)Nc1ccc(Cl)cc1)C(=O)c1cccc(S(=O)(=O)NCc2ccccc2)c1,9,-28,-18,-2,1,18,-4,-4,1,4,-0.5
C/C(=N\NC(=O)C1COc2ccccc2O1)c1ccc(C)o1 (configuration not stated),-7,14,4,0,-4,2,1,6,1,-5,1.0
NC(=O)C1=C[C@H](c2csc3ccccc23)C[C@H](OCCCCO)O1,12,12,-12,-2,14,5,1,2,2,11,-0.4
CCOc1ccccc1NC(=S)NCc1ccco1,-5,9,12,3,3,15,-15,9,-4,-2,3.2
CC(=O)NCCNC(=O)C1CCC(CNc2nc(=S)[nH]c3ccccc23)CC1 (configuration not stated),19,-20,-26,0,6,-2,-15,11,-4,9,-0.6
CCOc1ccc(C2C(C#N)=C(N)N(c3sc4c(c3C#N)CCCC4)C3=C2C(=O)CCC3)cc1 (configuration not stated),24,-15,13,0,-8,23,-5,13,7,27,-2.1
Cc1cccc(NC(=O)CSc2nnc(-c3cnccn3)n2Cc2ccco2)c1,0,5,20,-2,2,-5,-3,-3,-2,-12,-1.6
N#Cc1ccc(/C=C(\C(=O)C(=O)O)c2ccc3ccccc3n2)cc1,-312,-107,3,1,6,-267,37,-40,-29,nt,-0.5
CSc1nc(N)c(C#N)c(-c2ccc(Cl)cc2)c1C#N,38,-18,-3,2,-5,58*,12,3,-8,11,4.2
CC(C)COc1ccc(C(=O)OCCN2CCOCC2)cc1,-47,-28,0,nt,2,-27,-5,6,-1,11,-0.4
CC(=O)c1c(C)[nH]c(C(=O)OCC(=O)c2c[nH]c3ccccc23)c1C,-194,-50,-64,2,10,-161,31,-6,-23,-16,0.3
Cc1nn(-c2ccccc2)c(C)c1NC(=O)COC(=O)c1cc(Br)ccc1O,11,-21,-1,2,2,1,-1,-2,1,17,1.3
Cn1c(CNc2ccccc2O)nc2ccccc21,-129,-67,39,-3,-5,-139,0,-2,-2,-99,-0.3
O=C(N/N=C\c1ccc(-c2ccccc2[N+](=O)[O-])o1)C1COc2ccccc2O1 (configuration not stated),0,-9,7,-2,-16,-6,-11,21,2,-23,-0.9
OCCN1CCN(c2ncnc3c2ncn3[C@H]2CN(Cc3ccc(-c4ccccc4)cc3)C[C@@H](CO)O2)CC1,-28,31,-7,nt,9,38,11,nt,nt,25,-2.2
Cn1c(=O)c2cc(NC(=O)c3ccccc3Cl)c(=O)oc2n(C)c1=O,10,-9,-2,3,11,11,-10,5,-4,7,-0.1
NC(=O)c1ccsc1NC(=O)CSc1n[nH]c(N)n1,-31,-28,-22,nt,14,-42,-21,nt,nt,-14,-1.3
CN(C)CCCN(C(=O)c1ccc2ccccc2c1)c1nc2cc3c(cc2s1)OCO3,3,-14,4,0,0,3,10,-22,-9,-17,-0.5
CCOC(=O)C1=NOC(CNc2ncc(C(F)(F)F)cc2Cl)C1 (configuration not stated),2,-24,-5,0,-5,0,-5,-1,1,-3,-3.9
CC(=O)c1cccc(NC(=O)N2CCCC2C(=O)Nc2ccc3c(c2)OCCO3)c1 (configuration not stated),2,8,22,2,-6,11,-4,1,4,3,-1.2
C=CCOc1ccc(C2NC(=O)c3ccccc3O2)cc1OC (configuration not stated),3,10,-15,nt,3,11,-7,nt,5,4,8.4
CCNC(=O)NC(=O)COC(=O)C1CSC2(C)CCC(=O)N12 (configuration not stated),-1,15,2,-1,-2,5,-1,3,8,7,2.7
Cc1cc(C)cc(NS(=O)(=O)c2c(C)[nH]c(=O)[nH]c2=O)c1,14,-33,14,nt,-4,-1,-6,-8,1,-6,-0.1

# Random excerpt: 3 compounds from above
SMILES,HIF-2a inh,NR2E3 ag-1,CF NFkB inh,NR2E3 ag-2,KKLEB cytotox,Peg3 prom inh,TRAIL sens C8,MITF TRPM1 inh,LMP1 NFkB inh,Shn3 inh set2,hiPSC survival
CC(C)COc1ccc(C(=O)OCCN2CCOCC2)cc1,-47,-28,0,nt,2,-27,-5,6,-1,11,-0.4
CCOC(=O)C1=NOC(CNc2ncc(C(F)(F)F)cc2Cl)C1 (configuration not stated),2,-24,-5,0,-5,0,-5,-1,1,-3,-3.9
CCOc1ccc(C2C(C#N)=C(N)N(c3sc4c(c3C#N)CCCC4)C3=C2C(=O)CCC3)cc1 (configuration not stated),24,-15,13,0,-8,23,-5,13,7,27,-2.1

# More records follow.
SMILES,HIF-2a inh,NR2E3 ag-1,CF NFkB inh,NR2E3 ag-2,KKLEB cytotox,Peg3 prom inh,TRAIL sens C8,MITF TRPM1 inh,LMP1 NFkB inh,Shn3 inh set2,hiPSC survival
Cc1nc2ccccc2c2c1C(=O)N(C1CCCCCCC1)C2=O,9,16,1,4,9,9,3,4,2,9,0.6
O=C(c1cccc(S(=O)(=O)N2CCCC2)c1)N1CCN(Cc2ccccc2)CC1,0,16,-7,2,-14,10,-14,10,-3,6,-0.4
COCCCNC(=O)CS(=O)Cc1nc(-c2ccccc2C)oc1C (configuration not stated),11,-19,-4,0,5,9,-13,nt,-9,11,6.6
Cc1ccnc(NC(=O)C2COc3ccccc3O2)c1 (configuration not stated),-213,-24,12,1,12,-309,0,-79,-8,-54,-1.1
CCOC(=O)c1c(-c2ccc(C)cc2)csc1NC(=O)c1cc2ccccc2oc1=O,-42,-1,17,-4,2,-72,-15,-4,-19,-27,-0.2
CCCN(CCC)CCCNC(=O)C(NS(=O)(=O)c1ccc2c(c1)CCC(=O)N2)c1ccccc1 (configuration not stated),0,-4,-8,-2,20,-14,-10,10,-4,1,1.8
Nn1c(SCC(=O)Nc2ccc3c(c2)OCO3)nnc1C1CCCCC1,1,-8,-4,2,8,-15,8,10,-14,9,-0.4
O=C(COC(=O)[C@@H]1CC(O)CN1S(=O)(=O)c1ccc2c(c1)OCCO2)Nc1cc(F)ccc1F (some centres not stated),3,-31,24,nt,-3,-10,5,-1,4,-13,0.0
COc1ccccc1C(=O)Nc1nnc(C)s1,-170,-102,-4,-2,7,-196,-15,-30,-24,-26,-1.0
CC(C)c1nnc(NC(=O)CS(=O)(=O)Cc2ccccc2)s1,10,-17,10,2,-6,4,-10,6,-6,-10,2.7
CCOC(=O)C1CCN(S(=O)(=O)c2cnc[nH]2)CC1,9,-39,-1,0,6,-3,11,0,12,3,-0.5
CN(C)CCCn1c(SCCN2C(=O)c3ccccc3C2=O)nc2ccccc2c1=O,6,7,3,4,-4,12,-19,-2,-9,-3,-0.6
Cc1cccc(NC(=O)CS(=O)CC(=O)Nc2cnc3ccccc3c2)c1C (configuration not stated),11,-35,-5,-2,1,18,1,8,-5,-9,0.1
Nc1c(NCCCN2CCOCC2)c2ccccc2oc1=O,0,-19,-3,-4,-3,5,-7,10,1,-29,2.0
COc1ccccc1NC(=O)CSc1nnc(CC(=O)Nc2cccc(C(F)(F)F)c2)n1C,13,-9,2,-1,10,20,1,3,6,1,-1.5
Cc1ccc(NS(=O)(=O)c2ccc(C(=O)N3CCOCC3)cc2)cc1,4,16,13,-2,-7,-5,-16,15,2,24,0.2
CCN(C(=O)COc1nc(C)cc(C)c1C#N)c1ccccc1,26,6,7,0,2,19,9,-5,-3,13,-0.6
COc1cccc(NS(=O)(=O)Cc2ccccc2)c1,-6,3,-12,-1,6,-6,4,-12,-2,-5,15
C/C(=N\NC(=O)COc1cccc2ccccc12)c1cccs1,-26,-19,7,2,-10,-3,-28,-19,-3,-15,0.5
CC(=O)c1cccc(NC(=O)C2CC(=O)N(CCc3ccccc3)C2)c1 (configuration not stated),20,-53,-1,4,-6,17,-3,12,6,-5,0.0
O=C(N[C@H]1C/C=C\C(c2ccc(F)cc2)N(Cc2ccccc2)C(=O)C1)OCC1c2ccccc2-c2ccccc21 (some centres not stated),-2,-17,-14,nt,15,19,12,2,4,62,-2.5
Cc1cccnc1NC(=O)c1ccc2c(c1)OCCO2,-152,-38,-24,-3,6,-135,-5,-36,-9,-21,-0.5
CC1CN(C(=O)c2cc(S(=O)(=O)N3CCCC3)ccc2Cl)CC(C)O1 (configuration not stated),7,-5,14,nt,-15,14,-11,11,2,-130,-0.3
C[C@H](NC(=O)c1[nH]cnc1C(=O)Nc1ccc(CNC(=O)OC(C)(C)C)cc1)C(=O)OCc1ccccc1,3,5,1,1,20,97*,75*,-1,-1,35,0.6
CC(NCCS(=O)(=O)c1ccc(Cl)cc1)c1cccc(Cl)c1 (configuration not stated),7,-7,7,3,4,17,0,-4,-2,14,-0.2

# Bioassay records as filed in PubChem BioAssay.

# This is a subset. The share of hits here may be higher or lower than overall.
